Screens from PubChem.
RAM network inh = yeast RAM network inhibition. S. cerevisiae dse1pr::URA3 reporter, 5-FOA growth OD615, 2 d; analog-sensitive cbk1-as2 kinase mutant strain. hit rate 1.8% among 190,000. inhibition, % at 50 µM;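 active = inhibition above a set limit, 3 SD over mean compound inhibition, cut at about 8.4% in these data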;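 also: 0% = DMSO-only wells with no growth and 100% = 10 µM 1-NA-PP1 full growth; inhibition rescues growth on 5-FOA so higher OD means more RAM inhibition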
L major viab = reduces viability of Leishmania major promastigotes | resazurin fluorescence viability | inhibition, % at 10 µM | hit rate 9% among 200,000; in the data active = inhibition above about 50%;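 also: promastigotes grown with compound for 44 hours at 28 °C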
TNAP inh no acc = inhibitors of human TNAP without phosphate acceptor; purified TNAP, CDP-star luminescence, 30 min; AID 1012; hit rate 0.26% among 200,000; inhibition, % at 20 µM; P05186;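 active = tissue-nonspecific alkaline phosphatase inhibition above about 50% at 20 µM in the single-dose screen, limit read from the data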;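 also: 0% = DMSO negative control and 100% = EDTA positive control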
PMI act hi M6P = increases human PMI activity with near-saturating mannose 6-phosphate; coupled PMI enzyme assay, resazurin fluorescence, 20 min; hits give high values; 1 = untreated enzyme, 0 = substrate-free blank; activation factor at 20 µM; hit rate 0.34% among 190,000; AID 1216;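 active = activation factor of 2 or more at 20 µM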
Target sequence (P34949 whole entry, looked up): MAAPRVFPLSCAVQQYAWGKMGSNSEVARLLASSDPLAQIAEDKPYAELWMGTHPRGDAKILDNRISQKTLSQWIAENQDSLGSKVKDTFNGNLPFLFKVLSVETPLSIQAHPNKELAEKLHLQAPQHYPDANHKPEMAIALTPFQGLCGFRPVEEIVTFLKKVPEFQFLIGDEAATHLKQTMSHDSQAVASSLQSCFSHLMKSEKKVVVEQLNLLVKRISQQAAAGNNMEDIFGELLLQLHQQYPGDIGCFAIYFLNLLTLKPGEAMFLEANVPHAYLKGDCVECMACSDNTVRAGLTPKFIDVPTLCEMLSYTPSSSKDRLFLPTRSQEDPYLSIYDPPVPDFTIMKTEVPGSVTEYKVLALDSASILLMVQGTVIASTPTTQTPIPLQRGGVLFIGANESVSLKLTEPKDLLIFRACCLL
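Test system: human PMI in coupled enzyme assay; Input: PMI at 15 ng/mL final; Medium: HEPES buffer, pH 7.4; Schedule: 20 min incubation at room temperature; Technique: resorufin fluorescence at Ex 544/Em 590 nm; Compound: 20 µM single dose; Probe or stimulus: Near-saturating mannose-6-phosphate, 1.0 mM.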
PMI act = phosphomannose isomerase (human) activation; P34949; purified human PMI, coupled resazurin fluorescence, 20 min; hits give high values; 1 = vehicle control, 0 substrate-free wells; activation factor at 20 µM; hit rate 0.005% among 190,000;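 active = activation factor of 2 or more at 20 µM, relative to plate controls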
Hsp70 activator = switches on Hsp70 transcription. HeLa Hsp70 promoter luciferase reporter, luminescence; scaled: vehicle 0, proteasome-inhibitor control 100%. activation, % at 10 µM. hit rate 0.04% among 200,000. AID 1203;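 active = activation above the mean across all tested compounds plus 3 SD, cutoff set per campaign, cut at about 5.5% in these data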;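 also: 100% = MG132 at 30 µM as the positive control and 0% = DMSO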
DTT redox prof = compounds producing H2O2 with reducing agent – biochemical, NIH compound library profiling, artefact control for MLSCN library redox annotation, primary screen | DTT-dependent redox cycling H2O2, phenol red/HRP absorbance; 100% = 100 µM peroxide control, 0% = buffer | hit rate 0.03% among 200,000 | activation, % at 10 µM;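 active = activation of at least 50% relative to the plate's high and low controls in the primary single-dose screen; inactive = activation below 50%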;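 also: compound incubated with DTT at 0.8 mM final as the reducing agent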
HMGR II inh = E. faecalis class II HMG-CoA reductase inhibition | purified E. faecalis HMGR, NADPH absorbance 340 nm kinetic | inhibition, % at 10 µM | hit rate 0.41% among 190,000;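 active = inhibition above a set limit, the median over all tested compounds plus 3 SD, cut at about 9.5% in these data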;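 also: enzyme runs in reverse so mevalonate oxidation gives rising NADPH absorbance; 0% = complete reaction with DMSO and 100% = background rate lacking mevalonate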
TNAP inh hiacc = TNAP (human) inhibition, high acceptor. inhibition, % at 20 µM. purified TNAP, CDP-star luminescence, 1 M DEA. P05186. hit rate 0.03% among 200,000;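 active = over 50% inhibition of tissue-nonspecific alkaline phosphatase at 20 µM in the single-dose screen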;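 also: plate controls were DMSO wells for no effect and EDTA-quenched wells as full inhibition for full effect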
S1P3 antag = S1P3 (human) receptor antagonism; Q99500; CHO S1P3 NFAT-BLA reporter, FRET fluorescence, antagonist mode; inhibition, % at 4.98 µM; hit rate 0.27% among 170,000; AID 485;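 active = inhibition above the plate cutoff, the mean inhibition of test wells on that plate plus 3 SD, cut at about 28% in these data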;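 also: cells challenged with S1P at its EC80 of 0.8 µM; blue over green emission ratio from cleaved BLA substrate after 4 h stimulation; 0% = S1P-stimulated wells and 100% = unstimulated DMSO-only wells; some compounds past the cut are filed as inactive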
Target sequence (Q99500 whole entry, looked up): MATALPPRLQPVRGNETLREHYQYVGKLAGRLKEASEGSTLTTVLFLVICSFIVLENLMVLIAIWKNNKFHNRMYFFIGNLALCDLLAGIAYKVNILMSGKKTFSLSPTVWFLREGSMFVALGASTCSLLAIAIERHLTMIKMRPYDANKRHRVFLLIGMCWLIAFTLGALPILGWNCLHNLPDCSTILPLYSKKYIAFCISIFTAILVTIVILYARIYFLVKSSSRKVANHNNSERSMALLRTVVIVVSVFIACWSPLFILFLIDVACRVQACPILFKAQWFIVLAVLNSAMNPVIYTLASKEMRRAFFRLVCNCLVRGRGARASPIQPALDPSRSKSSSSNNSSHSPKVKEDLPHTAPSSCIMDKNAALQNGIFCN
The depositor's hits bear a star; . = not tested or not shown.

SMILES | RAM network inh | L major viab | TNAP inh no acc | PMI act hi M6P | PMI act | Hsp70 activator | DTT redox prof | HMGR II inh | TNAP inh hiacc | S1P3 antag
CCCn1c(=O)c(C(=O)c2ccccc2)nc2ccccc21 | -0.8 | 1 | 11 | 0.9 | 1 | -0.2 | -7.5 | -4 | -1 | .
CSc1ccccc1C(=O)Nc1ccccc1C(=O)N1CCCC1 | 0.6 | 0 | -8 | 0.9 | 0.9 | -0.2 | -0.6 | -1 | -3 | 2
Cc1cc(C)nc(N2CCCC(C(=O)NCc3cccs3)C2)n1 (stereo unspecified) | 0.5 | 6 | -9 | 0.9 | 1 | -0.2 | 0.3 | -5 | -2 | -17
COc1cc(NC(=O)c2cccnc2SC)cc(OC)c1OC | -0.2 | 4 | -3 | 1 | 1 | -0.2 | -2.5 | 13* | -6 | -18
CCOC(=O)C1CCCN(C(=O)CSc2nccn2C)C1 (stereo unspecified) | -0.5 | -8 | -18 | 1 | 1.1 | 0.0 | -0.6 | -4 | -3 | -12
O=C(C1CCC(CNc2nc(=S)[nH]c3ccccc23)CC1)N1CCN(c2ccccn2)CC1 (stereo unspecified) | 2.7 | 99* | -6 | 0.6 | 0.8 | 0.4 | -1.0 | 2 | -5 | .
C=CCn1c(=NC(=O)c2ccco2)sc2cc(C(=O)OCC)ccc21 | 7.5 | -1 | -5 | 1 | 0.9 | -0.2 | 0.4 | -8 | 0 | -19
COc1cc(CN2CCN(CCOCCO)CC2)cc(OC)c1OC | 3.0 | -1 | -13 | 1 | 1 | 0.1 | -0.3 | -11 | -4 | -7
CC(C)NC(=O)CCCC(=O)NC(C)C | 0.1 | 40 | -9 | 1.1 | 1 | -0.4 | -0.7 | 1 | -6 | -9
COc1ccc(-c2nn(-c3ccccc3)cc2/C=C\C(=O)Nc2ccc(C(=O)O)cc2)cc1 | 9.9* | -6 | -6 | 0.9 | 0.8 | -0.3 | -1.3 | -6 | -5 | -28
c1cncc(-c2nc(-c3ccc4c(c3)OCO4)cs2)c1 | 2.5 | 4 | -12 | 1 | 1 | 0.0 | 0.0 | 1 | -7 | .
CCOC(=O)Cc1csc(NC(=O)COc2ccc(N(C)S(=O)(=O)c3cccs3)cc2)n1 | 6.7 | -3 | -10 | 0.9 | 0.9 | -0.1 | -1.4 | -6 | -3 | .
Cc1c(Cl)c([N+](=O)[O-])nn1CCCC(=O)Nc1c(C)n(C)n(-c2ccccc2)c1=O | 1.4 | -7 | 1 | 0.9 | 1.1 | -0.3 | -0.1 | -4 | 0 | -1
COc1ccc(-n2nnnc2SCC(=O)NCc2cccs2)cc1 | 1.6 | -3 | -5 | 1.1 | 1 | -0.2 | -0.2 | -7 | 0 | -12
O=C(O)CCNc1nc(C(F)(F)F)nc2ccccc12 | -0.2 | -1 | -13 | 1 | 0.9 | -0.3 | -0.2 | -2 | -3 | -10
CC1CCN(C2=NC(=O)/C(=C/c3cn(-c4ccccc4)nc3-c3cccc(S(=O)(=O)N(C)C)c3)S2)CC1 | 6.3 | 80* | -12 | 0.8 | 0.8 | 0.1 | -0.5 | 3 | -2 | .
Cc1ccc(S(=O)(=O)C2(C(=O)NC3CCCCC3C)CC2)cc1 (stereo unspecified) | 2.7 | 22 | -8 | 1 | 1 | -0.2 | -1.0 | 0 | -5 | -13
CC(C)N1CC(O)=C(c2ccccc2)C1=N | 0.5 | -5 | -12 | 0.9 | 1 | 0.1 | -2.2 | -8 | -5 | .
C=CCOC(=O)C1=C[C@@H](c2coc3ccccc3c2=O)[C@H](CCCO)[C@@H](OCC)O1 | 3.2 | -10 | -10 | 1 | 1 | 0.0 | 0.3 | -1 | -7 | -12
CC(=O)N(Cc1cc2cc(C)c(C)cc2n2nnnc12)CC1COCCO1 (stereo unspecified) | 5.3 | 8 | -4 | 0.9 | 0.9 | -0.1 | 1.9 | 6 | 0 | -20

Taken from above for reference:
SMILES | RAM network inh | L major viab | TNAP inh no acc | PMI act hi M6P | PMI act | Hsp70 activator | DTT redox prof | HMGR II inh | TNAP inh hiacc | S1P3 antag
CC(C)N1CC(O)=C(c2ccccc2)C1=N | 0.5 | -5 | -12 | 0.9 | 1 | 0.1 | -2.2 | -8 | -5 | .
C=CCOC(=O)C1=C[C@@H](c2coc3ccccc3c2=O)[C@H](CCCO)[C@@H](OCC)O1 | 3.2 | -10 | -10 | 1 | 1 | 0.0 | 0.3 | -1 | -7 | -12
CC(=O)N(Cc1cc2cc(C)c(C)cc2n2nnnc12)CC1COCCO1 (stereo unspecified) | 5.3 | 8 | -4 | 0.9 | 0.9 | -0.1 | 1.9 | 6 | 0 | -20

(next part)
SMILES | RAM network inh | L major viab | TNAP inh no acc | PMI act hi M6P | PMI act | Hsp70 activator | DTT redox prof | HMGR II inh | TNAP inh hiacc | S1P3 antag
CC1CCCN(S(=O)(=O)c2ccc(NC(=O)CCN3C(=O)c4ccccc4C3=O)cc2)C1 (stereo unspecified) | 3.7 | -4 | -8 | 0.9 | 0.7 | -0.2 | -3.4 | 1 | -6 | .
CCCCNC(=O)CSc1nc2n[nH]c(C)c2c(=N)n1-c1cccc(Cl)c1C | 5.4 | 0 | -6 | 1 | 1.1 | -0.1 | -4.3 | -5 | 2 | .
COC(=O)C1(C)CN(S(=O)(=O)c2ccc(C)cc2)c2cc(OC)ccc2C1=O (stereo unspecified) | 4.7 | -1 | -3 | 0.9 | 1 | -0.1 | -0.1 | -2 | -5 | 9
C=C(C)c1cccc(C(C)(C)NC(=O)N2CCCC2)c1 | 2.0 | 4 | -10 | 1.1 | 1.2 | -0.1 | 0.3 | -1 | -6 | .
CCN(CC)CC1(O)CCN(C(=O)c2ccc(Cl)c(Cl)c2)CC1 | 1.8 | 100* | -8 | 0.9 | 0.9 | -0.2 | -0.7 | -2 | 0 | -16
CCC(C)Cn1c(C)nc2ccccc21 (stereo unspecified) | 0.0 | 13 | -8 | 0.9 | 0.9 | -0.3 | 1.2 | 4 | -5 | -21
COc1ccc(CCN(C(=S)Nc2ccccc2)C2CC(=O)N(c3ccccc3)C2=O)cc1 (stereo unspecified) | 3.3 | -1 | -8 | 1 | 0.9 | -0.2 | 3.1 | 0 | -5 | .
C/C(=N\NC(=O)CSc1nnc(C)s1)c1ccc(Cl)cc1 | 0.5 | -2 | 5 | 1 | 0.9 | -0.2 | -0.4 | 0 | 3 | -2
COCCn1c(SCC(=O)Nc2cc(C(C)(C)C)nn2-c2ccccc2)nc2ccccc2c1=O | 3.8 | 54* | -8 | 1 | 1 | -0.3 | 0.3 | 0 | 2 | 11
S=C(NCC1CCCO1)NC1CCCC1 (stereo unspecified) | 0.4 | 3 | 4 | 1 | 0.9 | 0.2 | 0.3 | -4 | -1 | -23
CC(=O)Nc1sc2c(c1-c1nc3ccccc3s1)CCN(C(C)C)C2 | -0.6 | 100* | -35 | 0.9 | 0.8 | 7.5* | -0.1 | 2 | -21 | -26
CSc1ccc(CNc2cccc3ccccc23)cc1 | 4.0 | 0 | -12 | 0.8 | 0.7 | -0.1 | -0.3 | -13 | -2 | .
COc1ccc(OCCSc2nc3ccccc3n2CC(=O)O)cc1 | 2.0 | -3 | -14 | 1 | 1 | 0.0 | 2.5 | 6 | -6 | -79
CCC(=O)N(Cc1ccco1)c1nc(C(=O)Nc2ccc(Cl)cc2)c(C)s1 | 4.5 | 20 | -16 | 0.9 | 0.7 | -0.3 | -0.7 | -8 | -3 | 11
CCOc1ccc(-c2nnn(CC(=O)N3CCCC3)n2)cc1OCC | -1.0 | -4 | -8 | 1 | 1 | -0.2 | 0.9 | -3 | -3 | .
O=C(CSc1nc2[nH]ncc2c(=O)n1-c1ccccc1)NCCc1ccccc1 | 3.6 | -3 | -4 | 1 | 1.1 | -0.1 | -0.1 | -3 | -1 | -2
O=C(NCc1ccco1)C1CCCN(S(=O)(=O)Cc2ccccc2)C1 (stereo unspecified) | 2.3 | 3 | -8 | 1 | 1 | -0.3 | 0.1 | -10 | -3 | .
COc1ccc(C(=O)N/N=C/c2cccc3cccnc23)cc1 | 0.8 | 97* | 23 | 1.2 | 1.2 | 0.0 | -4.3 | -9 | -1 | .
Cc1cc(C)nc(NS(=O)(=O)c2ccc(NC(=S)NC(=O)CC(C)C)cc2)n1 | -0.6 | -16 | -10 | 0.9 | 1 | 0.2 | -0.4 | 0 | -2 | .
O=C(CCn1c(=O)oc2ccccc21)NC1=NCCS1 | 1.4 | -6 | -11 | 1.1 | 1.1 | -0.3 | 3.9 | 0 | -4 | -2
C=CCNC(=O)c1ccc2c(=O)n(CCCN3CCCC3=O)c(=S)[nH]c2c1 | 5.0 | -4 | -10 | 1 | 1.1 | 0.5 | -0.6 | -2 | -6 | -7
Cc1cccc(C)c1OC(=O)CSc1nnc(-c2ccccc2)o1 | 1.1 | -5 | -11 | 1 | 1.1 | -0.5 | 0.0 | 5 | -4 | .
CC(=O)n1cc(C2C(=O)CCCC2=O)c2ccccc21 | -0.9 | -2 | -7 | 1 | 1 | 0.3 | 1.5 | 0 | 0 | -36
Cc1ccc(S(=O)(=O)N2CCN(Cc3ccccc3)CC2)c(C)c1N(C)S(=O)(=O)c1ccccc1 | 1.8 | 9 | 5 | 1.1 | 1 | -0.4 | 2.6 | 3 | -3 | 0
O=C(NC1CCCC1)C1CCC(=O)N1C1CCCC1 (stereo unspecified) | 0.9 | 12 | -5 | 0.9 | 0.9 | -0.1 | 3.6 | -1 | -3 | -24
COc1ccc(Cc2n[nH]c(=S)n2C)cc1Br | 1.3 | -2 | -1 | 1 | 1 | 0.0 | -0.2 | -7 | -6 | -3
Cc1nn(-c2ccccc2)c(C)c1CN | 1.7 | -3 | -6 | 1 | 1 | -0.3 | -1.1 | -5 | -8 | -14
Cc1cc(N2CCN(c3nc(-c4ccc([N+](=O)[O-])cc4)cs3)CC2)c2ccccc2n1 | 1.8 | 11 | -9 | 1 | 1 | 0.0 | 0.4 | 14* | 4 | 4
Cc1ccc(N2CC(C(=O)Nc3cc(C)on3)CC2=O)cc1 (stereo unspecified) | -0.5 | -2 | -6 | 1 | 1 | 0.4 | 2.0 | -1 | -3 | .
O=C(Nc1ncc(Cc2ccccc2Cl)s1)C1=NCCN1 | 2.3 | 73* | -58 | 0.8 | 0.9 | -0.4 | -0.1 | -5 | -1 | 1
CN(C)/N=C/c1ccc(P(c2ccc(/C=N/N(C)C)o2)c2ccc(/C=N/N(C)C)o2)o1 | 0.1 | 1 | 4 | 1 | 1 | -0.4 | -0.5 | -4 | 3 | -10
O=C(Nc1cccnc1)c1ccc(COc2ccccc2Br)o1 | -0.8 | 13 | -8 | 1 | 0.9 | 0.0 | 0.1 | 2 | -2 | 1
O=C(Cc1ccccc1)N/N=C/c1cccs1 | -0.5 | 9 | -4 | 1 | 1 | -0.4 | 1.2 | 2 | -6 | .
Cc1cc(C)c(S(=O)(=O)N2CCCOC2CNC(=O)C(=O)NCc2cccnc2)c(C)c1 (stereo unspecified) | 0.9 | -1 | -17 | 0.8 | 1 | 0.0 | -0.6 | -10 | -7 | -13
CCOC(=O)C1=C(C)Nc2nnnn2C1c1cccnc1 (stereo unspecified) | 3.2 | 2 | -6 | 1 | 1 | -0.4 | 1.8 | -2 | 0 | .
